Compound activity from PubChem BioAssay.
GSK3 alpha inh = blockers of GSK3A enzyme activity – biochemical, luminescence, cell-free homogeneous, HTS, primary screen; actives 0.1% (n = 320,000); inhibition, % at 10 µM; AID 2650, 2010; GSK-3 alpha kinase, ADP-Glo luminescence, 60 min; Glycogen synthase kinase-3 alpha (Homo sapiens), P49840;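 in the data active means inhibition above about 50%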;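 further: GST-tagged GSK-3 alpha with peptide substrate and 25 µM ATP; 0% = DMSO neutral wells and 100% = GW8510 positive control wells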
Target sequence (P49840 whole entry, looked up): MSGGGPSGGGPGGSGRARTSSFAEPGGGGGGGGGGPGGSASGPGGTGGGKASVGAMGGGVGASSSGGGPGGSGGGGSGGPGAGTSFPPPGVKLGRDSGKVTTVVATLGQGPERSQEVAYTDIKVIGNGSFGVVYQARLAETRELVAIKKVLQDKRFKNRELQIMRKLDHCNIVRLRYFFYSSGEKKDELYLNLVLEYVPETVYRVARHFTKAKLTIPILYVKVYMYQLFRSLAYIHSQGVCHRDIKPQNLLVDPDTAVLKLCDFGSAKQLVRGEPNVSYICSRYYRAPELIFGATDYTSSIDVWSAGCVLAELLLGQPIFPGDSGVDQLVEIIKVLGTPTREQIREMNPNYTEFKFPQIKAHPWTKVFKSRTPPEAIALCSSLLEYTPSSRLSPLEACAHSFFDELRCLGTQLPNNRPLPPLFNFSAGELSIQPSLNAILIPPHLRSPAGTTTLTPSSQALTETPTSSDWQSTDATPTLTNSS
HSF1 inhib = HSF1 inhibitors in luciferase reporter cells, primary screen, cell-based, NIH3T3, luminescence; NIH3T3-HGL HSE-luciferase, MG132-induced, luminescence 8 h; active compounds read low; activity change, negative = inhibition, % at 7.5 µM (by protocol); actives 0.77% (n = 300,000);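 active means more than half of replicate wells show activity change below -50%, luminescence cut by over half; inconclusive means some wells, but at most half, below -50%; inactive means no replicate well below -50%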;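 further: luciferase reports HSF-1 transcriptional activity via heat shock element; 0% = median of DMSO wells and -100% = zero luminescence signal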
Platelet DG rel = inhibitors of platelet dense granule secretion, primary screen, cell-based, MLPCN, human platelets | human platelet-rich plasma, SFLLRN dense granule ATP release, luminescence | inhibition, %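 (compounds screened at 7.5 µM in platelet-rich plasma)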 | actives 0.22% (n = 300,000) | AID 1663, 2009;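 active means mean replicate score, as percent of positive control, at or above 50; inconclusive means mean below 50 but at least one replicate at or above 50; inactive means mean and every replicate below 50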
IEC-6 tox = cytotoxicity in IEC-6 intestinal epithelial cells, primary screen, cytotoxicity control for KLF5 inhibitor project, cell-based, luminescence | inhibition, % at 5 µM | IEC-6 cytotoxicity, luminescence viability | actives 0.78% (n = 290,000) | AID 1825, 2009; in the data active means inhibition above about 22%;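 further: 0% = plate median of test compound wells and 100% = cytotoxic reference compound wells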
Dyrk1A ADPGlo = rat Dyrk1A kinase inhibitors, primary screen, biochemical, single point, plate reader; Dual specificity tyrosine-phosphorylation-regulated kinase 1A (Rattus norvegicus), Q63470; ADP-Glo luminescence, NFATc1 peptide; inhibition, % at 12.5 µM; actives 0.43% (n = 310,000); in the data active means inhibition above about 50%;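 further: plate controls were vehicle with enzyme for no effect and no enzyme for full effect; many of its hits are not listed in these tables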
HSP90 refold inh = HSP90 inhibitors, primary screen, cell lysate, luminescence | Rabbit reticulocyte lysate, luciferase refolding luminescence, 3 h | inhibition, % at 5.6 µM | actives 0.91% (n = 290,000);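 active means inhibition above the screen-wide mean plus 3 SD, computed separately per campaign, cut at about 16% in these data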;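 further: 0% = DMSO wells and 100% = 60 µM geldanamycin wells; inhibitors lower the luminescence because luciferase stays unfolded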
HSF-1 act = HSF-1 activators, primary screen, NIH3T3-HGL cells, MG132 stress, luminescence, single point; NIH3T3-HGL HSF-1 luciferase reporter, 8 h; 100% = twice DMSO control signal; AID 504408, 2011; actives 1.7% (n = 300,000); activation, % at 9 µM;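 active means mean replicate activation of at least 50% with a set share of replicates each reaching 50%; inconclusive means only one of those two conditions met; inactive means mean below 50% and too few replicates reaching it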;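 further: 0% = median of the neutral control wells and 100% = twice that signal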
KLF5 inh = KLF5 expression inhibitors, primary screen, DLD-1 cells, luminescence. DLD-1 KLF5 promoter-luciferase reporter. inhibition, % at 5 µM. actives 0.23% (n = 290,000);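 active means inhibition above a per-plate limit of that plate's mean compound inhibition plus 3 SD, cut at about 60% in these data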;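 further: 0% = DMSO wells and 100% = LY294002 at 200 µM; higher means less KLF5 promoter-driven luciferase light; inactives centre near -14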
GSK3B inh = human GSK3beta kinase inhibitors, primary screen, biochemical, cell-free homogeneous, HTS; Glycogen synthase kinase-3 beta (Homo sapiens), P49841; GST-GSK3beta kinase, ADP-Glo luminescence, 60 min; active compounds read low; activity score (negative = inhibition), % at 10 µM; actives 0.038% (n = 300,000); AID 2097, 2009;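 active means more than half of replicate wells score below -50%, meaning over 50% inhibition versus plate controls; inconclusive means some replicates but at most half score below -50%; inactive means no replicate scores below -50%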;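 further: 0% = median DMSO wells and -100% = median GW8510 positive control wells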
Target sequence (P49841 whole entry, looked up): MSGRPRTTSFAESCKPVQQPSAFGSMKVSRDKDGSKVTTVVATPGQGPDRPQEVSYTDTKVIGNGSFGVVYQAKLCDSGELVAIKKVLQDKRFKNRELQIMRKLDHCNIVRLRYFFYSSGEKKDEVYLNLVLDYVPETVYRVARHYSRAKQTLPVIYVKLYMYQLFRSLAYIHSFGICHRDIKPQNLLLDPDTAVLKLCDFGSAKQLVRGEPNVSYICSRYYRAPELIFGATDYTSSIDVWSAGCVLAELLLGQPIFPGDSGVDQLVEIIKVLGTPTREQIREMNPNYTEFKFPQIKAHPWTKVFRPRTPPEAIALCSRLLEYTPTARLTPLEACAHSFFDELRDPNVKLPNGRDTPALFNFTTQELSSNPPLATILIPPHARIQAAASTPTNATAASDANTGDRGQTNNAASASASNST
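Test system – GST-tagged human GSK3beta kinase, cell-free · Incubation – 60 min enzyme reaction, room temperature · Signal – ADP-Glo luminescence · Also added – peptide substrate and ATP at 25 µM · Controls – DMSO neutral wells and GW8510 at 20 µM as positive · Buffer or medium – Tris/MgCl2 kinase buffer · Measure – Luminescence-derived activity versus plate DMSO and GW8510 wells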
aSyn 5UTR inh = MLPCN primary screen, SNCA 5' untranslated region; alpha-synuclein 5'UTR reporter, inhibitor activity; inhibition, % (tested at 7.5 µM); actives 0.82% (n = 300,000); AID 1813, 2009; in the data active means inhibition above about 60%; inconclusive means no clear call, values can overlap the other calls;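 further: H4 neuroglioblastoma cells stably carrying SNCA 5'UTR luciferase fusion; 0% = DMSO wells and 100% = positive control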
The depositor's hits bear a star; ? = inconclusive; · = not tested or not shown. These rows are one share of the data, so the mix of outcomes need not match the whole.

SMILES	GSK3 alpha inh	HSF1 inhib	Platelet DG rel	IEC-6 tox	Dyrk1A ADPGlo	HSP90 refold inh	HSF-1 act	KLF5 inh	GSK3B inh	aSyn 5UTR inh
Cc1ccc(N(CC(=O)N2CCN(C3CCCCC3)CC2)S(=O)(=O)c2cccnc2)cc1	4	·	·	1	-14	-2	·	-22	·	·
CCc1ccc(/C=N/NC(=S)NCCc2ccccc2)cc1	·	2	9	6	-1	7	6	0	3	3
COc1ccc(S(=O)(=O)N2CC(=O)Nc3ccccc32)cc1Cl	15	9	0	8	10	-1	25	5	-4	15
CC(C(=O)Nc1ccc(N(C)C)cc1)N1C(=O)c2ccccc2S1(=O)=O (centres undefined)	-3	-5	11	·	-5	·	-10	·	0	0
Cc1cccc2nc(-c3ccco3)c(Nc3ccc4c(c3)OCCO4)n12	-2	14	-11	-3	12	-5	19	11	4	-3
CC#CC[N+](C)(C)CCCCCCCCCCCC	·	36	-10	24*	0	-3	89*	24	-4	8
COc1ccccc1N1C(=O)c2cccc3cccc(c23)C1=O	7	-1	5	-3	-4	4	-1	-8	1	13
O=C(c1ccccc1[N+](=O)[O-])N(CCc1ccccc1)Cc1ccccc1	-3	9	-6	-7	4	-3	25	-17	2	11
COc1cccc(N2CCN(C(=O)C3C4C=CC5(CN(Cc6ccccc6Cl)C(=O)C35)O4)CC2)c1 (centres undefined)	-1	12	-5	-7	0	-3	25	-19	2	-39
CC(C)CC(NC(N)=O)C(=O)NCCc1ccc(Cl)cc1Cl (centres undefined)	-3	3	-31	-9	·	-1	-14	3	2	-3
Cc1ccc(S(=O)(=O)CCC(=O)OCC(=O)N2c3ccccc3NC(=O)C2(C)C)cc1	-3	-7	·	·	-1	·	3	·	2	0
O=C(CC1Sc2ncnn2C1=O)Nc1ccccc1 (centres undefined)	-1	-6	-18	-4	-12	3	-4	-34	-2	-8
CNc1[nH]ncc1[N+](=O)[O-]	2	-6	0	0	-2	1	-11	-37	-4	-74
COc1ccccc1N1CCN(c2ccc(Cl)nn2)CC1	4	-2	3	-7	1	2	-3	0	-17	-8
CCn1c(SCC(=O)N2c3ccccc3CCc3ccccc32)nnc1-c1ccc(OC)cc1	-3	-4	-2	5	-2	1	-6	2	2	33
CSC(=O)CC(=O)NC(=O)c1ccccc1	-1	-4	3	-2	4	0	14	-14	3	5
O=C(COc1ccc(Cl)cc1)NNC(=O)CSc1nncs1	0	-5	1	1	·	-1	-4	5	3	-12
O=C(O)/C=C/C(=O)NCCC1=CCCCC1	-3	-12	-3	7	-4	3	1	-17	-1	-11
COc1ccc(C(CNC(=O)c2cccc(NS(=O)(=O)c3ccc(C)c(F)c3)c2)N2CCCC2)cc1 (centres undefined)	2	-1	-4	·	0	·	-3	·	0	-21
Cc1cc(C)c2c(c1)cc(C)c1nnc(SCC(=O)Nc3ccccc3N3CCOCC3)n12	-2	-3	?	2	-3	0	20	-8	0	6
COC(=O)CN=Cc1c(C)[nH]n(-c2ccccc2)c1=O	0	-7	1	6	-4	4	6	-33	0	-13
COc1ccc(-c2cnnn2-c2ccc(NC(=O)c3ccc(S(=O)(=O)N4CCCCC4)cc3)cc2)cc1OC	8	0	10	7	9	-1	0	3	3	34
CN1C(=O)C(C)(C)c2cc(S(=O)(=O)N3CCCC3C(=O)NCc3ccccc3Cl)ccc21 (centres undefined)	-3	3	-2	-1	-7	-1	10	-23	-1	17
Cc1nn(CC(=O)NCc2ccc(OC(C)C)cc2)c(=O)c2cc(-c3ccccc3)nn12	-1	0	3	0	-4	2	3	-37	-1	2
COc1ccc(S(=O)(=O)N2CCCCC2)cc1NC(=O)c1ccco1	0	-3	-1	4	-2	6	-3	-7	0	4
CCc1cccc(Oc2nn[nH]n2)c1	-4	-4	15	-2	-1	1	26	-17	-4	12
COc1ccc(C2c3c(oc4ccccc4c3=O)C(=O)N2c2ccccn2)cc1OC (centres undefined)	-3	0	0	2	9	8	0	7	2	-34
COC(=O)c1ccc(NC(=O)C2CCCO2)cc1 (centres undefined)	0	1	2	1	4	0	19	-36	-7	-64
FC(F)(F)c1ccc(Cl)c(-n2c(Cc3cccs3)n[nH]c2=S)c1	4	4	-1	-3	-1	2	22	0	-9	18
Cc1ccc(NC2=NC(c3ccc(F)cc3)n3c(nc(C)cc3=O)N2)cc1 (centres undefined)	-4	-1	-12	0	1	5	18	-13	2	-11
C=CCN(CC=C)C(=O)c1ccccc1NC(=O)c1ccccc1C	10	0	15	4	-6	-1	10	-11	0	-20
N#Cc1c(-c2ccccc2)cc(C2CC2)nc1SCC(=O)c1cccs1	·	0	-16	3	-6	1	16	2	2	39
CCOC(=O)/C(C#N)=C1/C=Nc2ccccc2N1	1	-10	2	7	11	3	1	-67	1	-1
O=C(O)/C=C/C(=O)NC1CCC(CC2CCC(NC(=O)/C=C/C(=O)O)CC2)CC1 (centres undefined)	-1	-8	0	-2	-11	-1	-2	-6	0	8
N/C(=N\OC(=O)COc1ccc2ccccc2c1Br)c1ccncc1	-2	42	2	2	·	-5	?	-45	3	-92
CN(CC(=O)NCCc1ccccc1)S(=O)(=O)c1cccc2nsnc12	3	0	-24	-4	0	-1	-15	2	-2	5
Cc1cccc(N2CC(O)(c3cccs3)[N+]3=C2CCCC3)c1 (centres undefined)	0	4	1	11	-3	2	13	11	0	6
COc1cccc(CCNC(=O)CCc2nnc(-c3cc(C)oc3C)o2)c1	-4	-4	10	6	0	-7	0	-21	2	-18
CC(CCn1cccn1)NC(=O)c1cc(COc2ccc(F)cc2F)on1 (centres undefined)	-2	-5	15	-7	-1	0	2	-8	6	13
Cc1ccnc(SCCn2c(N3CC(C)OC(C)C3)nc3c2c(=O)n(C)c(=O)n3C)n1 (centres undefined)	6	3	1	-2	6	-2	-5	-27	2	3
CN(CC12CC3CC(CC(C3)C1)C2)C(=O)c1ccco1	-1	-2	-4	3	-1	0	-14	-4	-1	3
CC(=O)OC[C@]1(OC(C)=O)C[C@@]23CC[C@H]4[C@@](C)(CCC[C@@]4(C)C(=O)O)[C@@H]2CC[C@@H]1C3	-2	-7	-1	-1	-7	-3	8	-6	-2	5
O=C(CSc1nc2[nH]ncc2c(=O)n1-c1ccccc1Br)NCc1ccccc1Cl	2	1	-2	8	3	-3	2	-17	0	26
COCCNC(=S)N/N=C(\C)c1ccccc1OC	-2	-5	-15	6	-3	4	-12	-12	0	-32
Cc1nnc(NC(=O)CSc2ncnc3c2cnn3-c2ccccc2C)s1	-1	-4	1	-3	-7	0	-2	15	0	-37
CCn1c(SCC(=O)N2CCCC2)nc2c(c1=O)SCC2	-3	1	0	10	-4	-4	-11	-10	-1	-6
N#CC1=C(N)OC2=C(CCc3ccccc32)C1c1ccccc1Cl (centres undefined)	-3	10	10	-1	7	0	8	13	1	-14
N#Cc1nc(COc2ccccc2Cl)oc1N1CCCCCC1	·	5	4	0	10	0	18	-25	2	36
COc1ccc(NS(=O)(=O)c2ccc(NS(=O)(=O)c3ccc(SC)cc3)cc2)c(OC)c1	0	2	5	1	8	5	-6	-6	-1	17
Cc1ccc(C(=O)NCC(=O)NCC(=O)OCC(=O)c2cccs2)cc1	-3	-7	5	3	1	-1	-10	1	-1	20
Later entries:
SMILES	GSK3 alpha inh	HSF1 inhib	Platelet DG rel	IEC-6 tox	Dyrk1A ADPGlo	HSP90 refold inh	HSF-1 act	KLF5 inh	GSK3B inh	aSyn 5UTR inh
CCN(C(=O)Cc1c(C(=O)O)n(C)c2ccccc12)c1ccc(F)cc1	-3	1	14	1	-1	1	-5	1	-3	9
COc1ccc(S(=O)(=O)Nc2cc(C)cc(C)n2)c2ccccc12	-3	-6	0	-4	1	6	-7	-11	0	-1
COC(=O)Cc1ccc(NC(=S)NN2CCOCC2)cc1	-1	-15	-20	-7	-2	1	-11	-16	-1	-19
O=C(CCN1C(=O)c2ccccc2C1=O)N(CCO)Cc1ccccc1	·	-1	-1	-2	5	-2	-11	1	-1	1
CCn1c(=O)n(CC)c2cc(NC(=O)c3ccccc3Cl)ccc21	0	5	2	-3	16	1	-2	-9	1	14
CCn1c(Oc2ccccc2C)nc2c1c(=O)n(C)c(=O)n2C	-3	-24	-2	0	·	-1	-35	-50	-25	-21
Cc1ccc(C(=O)NCc2cccnc2)cc1S(=O)(=O)Nc1ccccc1	-3	1	3	-5	-6	-2	-4	-2	1	-21
O=C(NCCCn1ccnc1)c1cn(Cc2ccc(F)cc2)nn1	2	-5	·	-1	2	0	6	-16	0	2
O=C(O)Cn1c(=O)cnc2ccccc21	-1	-3	4	-1	-7	1	4	7	4	-1
COc1ccc(C(CNC(=O)CNC(=O)c2ccccc2Cl)N2CCCC2)cc1 (centres undefined)	0	0	-14	·	1	·	2	·	-1	-5
O=C(NCCCN1CCN(c2ccc(F)cc2)CC1)c1cccc(N2CCCC2=O)c1	0	-4	-6	0	0	3	-6	-17	0	12
CCCC(=O)Nn1cnc2c(c1=O)C1(CCCC1)Cc1ccccc1-2	0	1	·	3	5	4	10	5	-2	3
C=CCSC1=Nc2sccc2C2=NC(=O)CN12	1	-75*	-12	-8	13	-2	-81	-53	2	27
CCOc1ccccc1N1CCN(C(=O)c2ccc(NS(=O)(=O)c3ccc4[nH]c(=O)[nH]c4c3)cc2)CC1	1	-2	-7	·	9	·	1	·	1	-1
CCOCCn1c(COc2ccccc2)nc2ccccc21	1	7	1	-1	0	1	13	-13	3	-7
NC(=O)c1sc2nc(-c3ccccc3)c3c(c2c1N)CCCC3	7	1	-13	-10	19	9	5	9	0	0
COc1ccc2[nH]c(=O)c(CN(c3ccc(C)c(C)c3)S(C)(=O)=O)cc2c1	-1	7	-1	9	-2	4	22	2	1	4
COc1ccc(-c2sc3ccccc3c2C#CCCO)cc1	-2	-1	4	2	-2	-2	17	0	2	-14
CN(CC(=O)Nc1cccc(F)c1)C(=O)c1cc(S(=O)(=O)N2CCCCC2)ccc1N1CCOCC1	-2	?	13	·	4	·	-41	·	0	14
Cc1cccc(C)c1OCC(O)CNC(C)C (centres undefined)	3	-10	-33	2	-1	1	4	-11	5	18
